CCR6 antagonist: CCR6 receptor antagonists, primary screen, cell-based, CHO-K1, luminescence, beta-arrestin, uHTS; CHO-K1 CCR6 PathHunter beta-arrestin, CCL20-stimulated; AID 493098, 2011; C-C chemokine receptor type 6 (Homo sapiens), P51684; inhibition, % at 20 µM; hit rate 0.49% among 340,000;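 active = compounds whose inhibition of the agonist-driven luminescence signal at 20 µM reaches about 50%, limit read from the data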;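 also: cells stimulated with CCL20 at 14 nM final; plate controls were DMSO with CCL20 for no effect and DMSO without agonist for full effect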
CHOP UPR activ: activators of apoptotic CHOP UPR arm, primary screen, cell-based, CHO-CHOP luciferase reporter, luminescence, uHTS; activation, % at 10 µM; AID 449763, 2010; hit rate 0.34% among 330,000; UPR activation; percent of tunicamycin response over DMSO baseline;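 active = at 10 µM dose, activation of 40% or more, normalized to positive control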;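 also: 100% = tunicamycin at 10 µg/mL and 0% = DMSO alone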
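Test system: CHO-CHOP cells, stable luciferase reporter of PERK-eIF2a-CHOP signalling | Quantity: 500 CHO-CHOP cells per well | Buffer or medium: F12 plus 10% serum | Compound dosing: 10 µM single point, 0.5% DMSO | Schedule: 6 h compound treatment, 37 °C | Signal: Luciferase luminescence | Control set: Tunicamycin high control, DMSO low control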
XBP1 UPR activ: activators of adaptive XBP1 UPR arm, primary screen, cell-based, CHO-XBP1 luciferase reporter, luminescence, uHTS | hit rate 0.33% among 330,000 | IRE1-XBP1 UPR activation; percent of tunicamycin response, DMSO as zero | activation, % at 20 µM;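 active = versus positive control, 20 µM dose yields 30% or more activation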;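 also: 100% = tunicamycin at 10 µg/mL and 0% = DMSO only wells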
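Material: CHO-XBP1 cells stably carrying IRE1-XBP1-driven luciferase reporter / Amount: 1000 cells per well / Compound: 20 µM, 1% DMSO / Times: 6 h treatment, 37 °C / Detection: luciferase luminescence / Measure: % activation of reporter signal versus tunicamycin and DMSO controls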
APJ antagonist: antagonists of human apelin receptor APJ, primary screen, CHO-K1 cells, beta-arrestin complementation, luminescence | hit rate 0.32% among 330,000 | AID 2521, 2010 | inhibition, % at 20 µM;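 active = inhibition above about 40% at 20 µM, limit read from the data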;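 also: cells challenged with 10 nM apelin-13 agonist together with compound; plate controls were apelin-13 plus DMSO wells for no effect and DMSO wells lacking apelin-13 for full effect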
tim23-1 inh: growth inhibitors of tim23-1 mutant yeast, primary screen, luminescence, uHTS; inhibition, % at 20 µM; hit rate 1.3% among 330,000; S. cerevisiae tim23-1 growth, BacTiter-Glo luminescence, 24 h;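 active = growth inhibition of the mutant yeast at or above 50%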;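 also: temperature-sensitive mutant grown at 25 °C; plate controls were DMSO-treated mutant yeast for no effect and medium wells lacking yeast for full effect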
CXCR6 block: CXCR6 receptor inhibitors, primary screen, cell-based, beta-arrestin, luminescence, CHO-K1 PathHunter, 1536-well | hit rate 0.36% among 360,000 | inhibition, % at 20 µM | C-X-C chemokine receptor type 6 (Homo sapiens), O00574; in the data active = inhibition above about 34%, passing the limit was not always enough;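 also: antagonist mode with CXCL16 agonist at 10 nM final; 0% = 10 nM CXCL16 with DMSO and 100% = unstimulated wells without agonist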
EBI2 antag: EBI2 receptor antagonists, beta-arrestin recruitment, primary screen, cell-based, luminescence, 7a,25-OHC stimulation, uHTS. G-protein coupled receptor 183 (Homo sapiens), P32249. 7a,25-OHC stimulated. inhibition, % at 5 µM. hit rate 0.81% among 360,000. AID 651636, 2012; in the data active = inhibition above about 38%;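 also: enzyme fragment complementation signal reports receptor beta-arrestin coupling in cells; 0% = agonist plus DMSO wells and 100% = wells without agonist; some results beyond the cut were filed as inactive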
Mdm2 MdmX PPI: inhibitors of human Mdm2-MdmX association, primary screen, cell-based, luminescence, split luciferase, SaOS-2, uHTS | Protein Mdm4 (Homo sapiens) + E3 ubiquitin-protein ligase Mdm2 (Homo sapiens), … | SaOS-2 split-luciferase Mdm2/MdmX complementation | inhibition, % at 8 µM | hit rate 3% among 330,000 | AID 485346, 2010;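 active = inhibition of at least 50% at 8 µM in the primary screen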
Target sequence (O15151 whole entry, looked up): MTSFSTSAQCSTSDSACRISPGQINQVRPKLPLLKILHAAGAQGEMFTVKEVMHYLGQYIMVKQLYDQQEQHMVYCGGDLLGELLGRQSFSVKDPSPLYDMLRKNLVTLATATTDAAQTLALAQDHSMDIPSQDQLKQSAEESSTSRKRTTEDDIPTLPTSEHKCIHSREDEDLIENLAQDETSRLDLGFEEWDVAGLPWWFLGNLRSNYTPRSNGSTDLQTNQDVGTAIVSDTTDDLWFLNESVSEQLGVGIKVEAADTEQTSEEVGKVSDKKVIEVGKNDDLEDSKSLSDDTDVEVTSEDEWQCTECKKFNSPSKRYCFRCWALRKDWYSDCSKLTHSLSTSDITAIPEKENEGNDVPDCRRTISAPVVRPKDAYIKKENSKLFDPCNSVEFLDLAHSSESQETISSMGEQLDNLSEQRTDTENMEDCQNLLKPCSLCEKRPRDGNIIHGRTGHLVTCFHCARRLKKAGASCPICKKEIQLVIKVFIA
Target sequence (Q00987 whole entry, looked up): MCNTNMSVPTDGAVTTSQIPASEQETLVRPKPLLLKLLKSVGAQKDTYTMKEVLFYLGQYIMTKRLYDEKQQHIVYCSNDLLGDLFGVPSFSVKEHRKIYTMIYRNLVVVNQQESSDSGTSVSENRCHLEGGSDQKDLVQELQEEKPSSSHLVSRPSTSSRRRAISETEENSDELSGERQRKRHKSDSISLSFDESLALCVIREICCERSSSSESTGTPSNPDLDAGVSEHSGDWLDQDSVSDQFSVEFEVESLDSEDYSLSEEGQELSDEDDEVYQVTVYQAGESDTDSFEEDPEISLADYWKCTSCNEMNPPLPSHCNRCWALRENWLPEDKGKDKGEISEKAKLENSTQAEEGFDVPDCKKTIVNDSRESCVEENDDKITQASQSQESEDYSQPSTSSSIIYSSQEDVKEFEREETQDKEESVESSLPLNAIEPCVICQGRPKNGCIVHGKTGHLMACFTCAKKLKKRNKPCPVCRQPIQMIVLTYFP
APJ agonist: agonists of human apelin receptor APJ, primary screen, CHO-K1 cells, PathHunter beta-arrestin, luminescence | P35414 | 0% DMSO wells, 100% apelin | activation, % at 20 µM | hit rate 0.11% among 330,000 | AID 2520, 2010;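 active = activation more than six SD over the plate average, tested at 20 µM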;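 also: 0% = DMSO alone and 100% = apelin-13 at 10 nM; some results filed as inactive read as strong as hits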
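Assay system: CHO-K1 APJ beta-arrestin complementation cell line / Compound: single test compound dose, 20 µM final, 1% DMSO / Times: overnight seeding, 90 min compound at 25 °C, 1 h detection / Technique: beta-gal luminescence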
Active calls of the source: *. The list is partial; the hit share may differ from the screen's.

SMILES | CCR6 antagonist | CHOP UPR activ | XBP1 UPR activ | APJ antagonist | tim23-1 inh | CXCR6 block | EBI2 antag | Mdm2 MdmX PPI | APJ agonist
COc1ccc(NC(=O)Nc2cccc3c2O[C@H](CN(C)C(=O)Nc2ccc(OC)cc2)[C@@H](C)CN([C@H](C)CO)C3=O)cc1 | 9 | -0.1 | -2 | 7 | 15 | -1 | 1 | 6 | -2
CC(=O)Nc1ccc(C(=O)n2cnc3cc(C)c(C)cc32)cc1 | 1 | 2.4 | 3 | -22 | 0 | -2 | 11 | 3 | -6
COc1ccc([N+](=O)[O-])cc1NC(=O)CN(C)S(=O)(=O)c1ccccc1 | 12 | 1.3 | 2 | 3 | 13 | 4 | -4 | 16 | -3
CCCc1nnc(NC(=O)CCC(=O)NC2CCCCCC2)s1 | 0 | 0.4 | -2 | 14 | -2 | 4 | -10 | 17 | 0
C=CCSc1nc(N)c(C(=O)Nc2ccccc2C)cc1C(N)=O | 0 | 0.3 | -2 | 4 | 24 | 3 | 1 | -17 | -2
CCOc1ccc(N(CC(=O)NCC2CCCO2)C(=O)CCC(=O)Nc2ccccn2)cc1 (stereo unspecified) | 5 | 0.0 | -2 | 1 | 18 | -12 | -12 | 12 | 2
O=C(O)C1CCCN(S(=O)(=O)Cc2ccccc2)C1 (stereo unspecified) | -17 | 1.0 | -3 | 12 | 0 | -18 | -16 | 21 | -1
CC1=NN(c2ccc(C(=O)O)c(N)c2)C(=O)C1 | 13 | 1.0 | -1 | -14 | 19 | 2 | -1 | 6 | -1
CCOC(=O)Cc1csc(N/N=C/c2cccc([N+](=O)[O-])c2)n1 | 6 | 1.6 | -4 | -12 | 5 | 2 | 4 | -8 | 0
COC(=O)c1ccccc1NC(=O)c1cccc(NC(=O)c2ccc(Br)o2)c1C | 31 | -0.2 | -2 | 0 | 47 | 4 | -1 | 18 | -1
Cc1ccc(Cn2cc(CCC(=O)O)c3ccccc32)cc1 | 16 | 0.8 | -1 | 11 | 10 | -12 | 2 | -17 | -1
Cc1sc(NC(=O)C2CCCO2)c(C#N)c1C (stereo unspecified) | -1 | 0.6 | -1 | -1 | 4 | -10 | -7 | 10 | -5
CCOC(=O)/C(C#N)=C/c1ccc(OCC(=O)Nc2cc(C)ccc2C)c(OC)c1 | -16 | 1.1 | -2 | -10 | -3 | 6 | -5 | 21 | -4
CC1(C)CC(=O)C(CC2CCCCC2=O)C(=O)C1 (stereo unspecified) | -2 | 4.0 | -4 | 7 | 16 | -1 | -7 | 3 | 0
N=c1c2c(n(Cc3ccccc3)c3c1CCC3)CCC2 | -10 | -0.1 | -7 | 25 | -7 | -4 | 9 | 34 | 0

Reprinted from the entries so far (five entries):
SMILES | CCR6 antagonist | CHOP UPR activ | XBP1 UPR activ | APJ antagonist | tim23-1 inh | CXCR6 block | EBI2 antag | Mdm2 MdmX PPI | APJ agonist
Cc1ccc(Cn2cc(CCC(=O)O)c3ccccc32)cc1 | 16 | 0.8 | -1 | 11 | 10 | -12 | 2 | -17 | -1
Cc1sc(NC(=O)C2CCCO2)c(C#N)c1C (stereo unspecified) | -1 | 0.6 | -1 | -1 | 4 | -10 | -7 | 10 | -5
CCOC(=O)/C(C#N)=C/c1ccc(OCC(=O)Nc2cc(C)ccc2C)c(OC)c1 | -16 | 1.1 | -2 | -10 | -3 | 6 | -5 | 21 | -4
CC1(C)CC(=O)C(CC2CCCCC2=O)C(=O)C1 (stereo unspecified) | -2 | 4.0 | -4 | 7 | 16 | -1 | -7 | 3 | 0
N=c1c2c(n(Cc3ccccc3)c3c1CCC3)CCC2 | -10 | -0.1 | -7 | 25 | -7 | -4 | 9 | 34 | 0

The results go on:
SMILES | CCR6 antagonist | CHOP UPR activ | XBP1 UPR activ | APJ antagonist | tim23-1 inh | CXCR6 block | EBI2 antag | Mdm2 MdmX PPI | APJ agonist
Cc1cccc(C(=O)N[C@H](C(=O)NCCc2ccc(Cl)cc2)C(C)C)c1 | 41 | 1.5 | -4 | 18 | -7 | 26 | 17 | 34 | -5
O=C(NNC(=S)NCc1ccc(Cl)cc1)c1cccnc1 | -1 | 0.9 | -2 | 9 | -4 | -4 | 0 | 0 | -7
CCOC(=O)N1CCN(CC(=O)c2ccc(O)cc2O)CC1 | -1 | -1.6 | 2 | 13 | 1 | 0 | -5 | -2 | 0
COc1cc(C2C(C(=O)OCCC#N)=C(C)NC3=C2S(=O)(=O)c2ccccc23)cc(OC)c1OC (stereo unspecified) | 7 | 1.2 | -1 | 16 | 10 | 4 | 2 | -15 | -4
NS(=O)(=O)c1ccc2c(c1)C(=NO)c1cc(S(N)(=O)=O)ccc1-2 | 1 | -2.0 | 4 | 3 | 1 | -2 | -4 | -4 | 0
CCC(=O)NC(NC(=S)Nc1ccc(S(N)(=O)=O)cc1)C(Cl)(Cl)Cl (stereo unspecified) | 21 | 1.0 | -3 | 28 | -4 | 1 | -11 | 7 | -2
O=C(CN(C(=O)c1csnn1)c1cccc2ccccc12)NCc1ccccc1 | 6 | 0.8 | -1 | 4 | 12 | -2 | -2 | 13 | -2
Cc1ccc(NS(=O)(=O)c2cccc(C(=O)NCc3ccccn3)c2)cc1 | 8 | 0.1 | -4 | 1 | -4 | -3 | -13 | 8 | -2
O=C(Nc1ccc(N2CCOCC2)c([N+](=O)[O-])c1)c1ccco1 | 1 | 3.4 | 0 | 16 | 14 | -3 | 5 | 7 | 0
COc1ccccc1P(=O)(c1ccccc1)c1ccccc1 | -8 | 3.0 | 1 | -8 | 17 | 2 | -1 | 13 | -2
S=c1nc2ccccc2c2nc(-c3ccccc3)[nH]n12 | 24 | 2.8 | 4 | -3 | 4 | 25 | -10 | -20 | -3
COc1ccc(N(CC(=O)NCc2ccncc2)S(=O)(=O)c2ccc(C)c([N+](=O)[O-])c2)cc1 | 9 | -0.3 | -2 | 4 | 14 | 3 | -11 | 13 | 0
C=CCSc1nc(C)c(CC(=O)OCC(C)C)c(=O)[nH]1 | -5 | -1.7 | 0 | 32 | 13 | 0 | 4 | 2 | -2
O=C(CCCCCCC(=O)NCc1ccccc1)NCc1ccccc1 | 18 | 1.9 | -2 | 8 | 14 | -2 | -2 | -15 | -3
COc1cc(C2C3C(=O)N(Cc4ccccc4)C(=O)C3ON2c2ccccc2)cc(OC)c1O (stereo unspecified) | -9 | -2.5 | 5 | 6 | 21 | -6 | -4 | 1 | -3
Cc1ccc(S(=O)(=O)N(C)CC(O)Cn2c3ccccc3c3ccccc32)cc1 (stereo unspecified) | -14 | 1.0 | 3 | 7 | -23 | -2 | 19 | 14 | -1
CSc1ccc(C(=O)N2CCC(n3nccc3NC(=O)C3CC3)CC2)cc1 | 1 | -1.2 | 1 | 11 | -6 | 0 | 8 | -11 | -2
CC1CCN(S(=O)(=O)c2cnc(Cl)c(Br)c2)CC1 | 3 | 0.4 | -2 | 2 | 16 | -2 | -9 | -44 | -1
CCN(CC)CCNC(=O)Cn1nc(Cc2ccncc2)c2ccccc2c1=O | -4 | -0.6 | 1 | -12 | -1 | -1 | 3 | 16 | -1
Cc1csc2nc(SCC(=O)N3CCN(c4ccccc4)CC3)[nH]c(=O)c12 | 7 | 5.2 | -3 | 4 | 34 | 0 | -4 | 23 | -7
CCCCn1c(N)c(N(CCOC)C(=O)c2ccc(-n3c(C)ccc3C)cc2)c(=O)[nH]c1=O | 0 | -0.4 | 1 | 21 | 8 | -6 | -5 | 19 | 0
CC(O)(CS(=O)(=O)c1ccc(Br)cc1)c1ccccc1 (stereo unspecified) | 10 | 0.5 | 0 | -1 | 11 | 0 | 3 | -20 | -1
CCNC(=S)NNc1ccccc1 | 8 | -1.0 | -4 | 7 | 16 | -14 | 0 | 0 | 1
O=[N+]([O-])c1ccc2c(c1)S(=O)c1ccccc1-2 (stereo unspecified) | -6 | -0.3 | 1 | -19 | -5 | -13 | -1 | -10 | 7
COc1ccc(N2CCN(c3nc(NC(C)(C)C)nc(N4CCCCC4)n3)CC2)cc1 | 1 | -0.4 | -6 | -3 | 0 | 7 | 29 | 34 | -8
C[C@H](CO)N1C[C@H](C)[C@@H](CN(C)Cc2ccc(C(=O)O)cc2)Oc2c(NC(=O)C3CC3)cccc2C1=O | -1 | 2.0 | -1 | 15 | 11 | -3 | -4 | -6 | -1
COc1cc(C(C)=O)ccc1Oc1ccc(S(=O)(=O)N2CCOCC2)cn1 | 2 | 0.1 | 1 | 4 | 27 | -2 | -7 | -7 | -4
COC(=O)c1c(Cc2ccccc2Cl)c[nH]c1C | -2 | -0.4 | 2 | 7 | 28 | -1 | 1 | 36 | -3
CCCS(=O)(=O)N1CCCC(C(=O)NCCN(Cc2ccccc2)C(C)C)C1 (stereo unspecified) | -3 | -3.8 | -2 | -20 | 3 | -2 | -13 | 17 | -3
COc1ccc(C(=O)Nc2ccc3nc(N4CCN(C)CC4)cc(C)c3c2)c(OC)c1 | -1 | 3.6 | -1 | 6 | 21 | -4 | 8 | 37 | 1
COCCCn1cnc2c(c1=O)c1nc3ccccc3nc1n2-c1ccccc1 | 13 | -1.3 | -5 | 16 | 7 | 2 | -6 | 13 | -2
CCN1CCN(C(=O)Cn2ncc3ccsc3c2=O)CC1 | 3 | -0.7 | -2 | -4 | 4 | 1 | -1 | -11 | -3
Cc1nn(C(C)C(=O)N/N=C/c2ccc(N(C)C)cc2)c(C)c1[N+](=O)[O-] (stereo unspecified) | 5 | 0.6 | 1 | 16 | 3 | -8 | 12 | -8 | 2
Cn1cccc1Cc1nnc(SCC(=O)Nc2nccs2)n1C | 8 | -1.1 | -5 | -5 | -6 | -2 | 2 | 23 | -2
CN(C)CCOc1ncnc2c1oc1ccccc12 | -9 | -0.7 | -2 | -8 | 13 | 0 | -7 | 11 | 0
O=C(COc1ccccc1Cl)NC1CC1 | 3 | 0.9 | 2 | -2 | 11 | -1 | -4 | 5 | -3
Cc1csc(=O)n1CC(=O)OCC(=O)NCc1ccc(Cl)cc1Cl | 3 | -0.8 | 1 | 16 | 18 | 2 | 3 | 10 | -6
COc1ccc(S(=O)(=O)N(C(=O)c2ccco2)c2cc3sc(=O)oc3c3ccccc23)cc1 | -13 | -0.2 | 0 | -29 | 21 | -18 | 29 | 47 | 1
O=C(N/N=C/c1ccc(O)cc1)c1cccc(N/N=C/c2ccc(O)cc2)c1 | 14 | -1.8 | -1 | -23 | -10 | 15 | -1 | 2 | 3
N/C(=N\OC(=O)CN1C(=O)c2ccccc2C1=O)c1ccc(Cl)cc1 | -17 | 2.1 | 0 | -20 | 23 | -11 | -9 | -16 | -1
